TRPC4 act: activators of mouse TRPC4 channel; B-score at 10 µM; AID 2237; hit rate 0.49% among 310,000; HEK293 TRPC4beta/mu-opioid, Fluo4 calcium fluorescence; stronger effect = higher value; Q9QUQ5;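 active = B-score above 5 SD of library B-scores, and initial fluorescence ratio not above library mean plus 5 SD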;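 also: positive B-score marks a calcium rise read as TRPC4 activation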
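Assay system: HEK293 stable line with TRPC4beta plus mu-opioid receptor; schedule: 45 min room-temperature Fluo4 loading, 110 s read; technique: kinetic Fluo4 calcium fluorescence; evaluation: integrated baseline-normalised fluorescence ratio, converted to per-well B score; controls: buffer (low) and maximal DAMGO (high)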
KCNK3 inh: human KCNK3 channel inhibition, primary screen | AID 602410 | B-score at 10 µM | hit rate 0.84% among 340,000 | CHO-KCNK3 thallium flux, FluxOR fluorescence; stronger effect = lower value;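 active = B-score under library mean minus 4 SD, starting fluorescence ratio at most library mean plus 5 SD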;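 also: more negative B-score means stronger inhibition of thallium flux through KCNK3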
Target sequence (O14649 whole entry, looked up): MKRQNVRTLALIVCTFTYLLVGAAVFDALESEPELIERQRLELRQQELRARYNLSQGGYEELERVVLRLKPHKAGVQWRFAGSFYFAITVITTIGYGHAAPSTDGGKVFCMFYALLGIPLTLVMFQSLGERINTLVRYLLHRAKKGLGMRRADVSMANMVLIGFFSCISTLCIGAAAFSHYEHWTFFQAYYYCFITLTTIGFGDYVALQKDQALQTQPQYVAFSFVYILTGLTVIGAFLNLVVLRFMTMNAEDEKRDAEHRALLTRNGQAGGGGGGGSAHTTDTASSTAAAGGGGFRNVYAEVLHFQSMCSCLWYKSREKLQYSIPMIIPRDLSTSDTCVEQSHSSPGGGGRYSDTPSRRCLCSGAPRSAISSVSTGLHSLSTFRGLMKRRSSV
KCNQ1 inh: inhibitors of human KCNQ1 potassium channel; P51787; CHO-K1 KCNQ1, FluxOR thallium flux fluorescence; stronger effect = higher value; B-score at 10 µM; hit rate 1.3% among 310,000; AID 2642;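 active = compounds whose thallium flux B-score, printed positive for inhibition, exceeds three library SD while starting fluorescence stays within three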;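 also: channel opened by potassium depolarization with thallium stimulus after 20 min compound exposure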
ANO1 activ: mouse TMEM16A channel activation, primary screen; hit rate 0.3% among 340,000; AID 623877; B-score at 10 µM; HEK293 TMEM16A/YFP-H148Q/I152L, iodide quench fluorescence; stronger effect = lower value;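 active = fluorescence-ratio B-score plate-corrected deviation score at least 3 library SD below zero, with starting fluorescence score within 5 deviations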;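 also: channel opened by trigger with iodide after compound preincubation; score built on the fluorescence ratio of max minus min over baseline; more negative score means more quench and so TMEM16A activation or potentiation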
KCNQ1 act: potentiators or activators of human KCNQ1 potassium channel; P51787; CHO-K1 KCNQ1, thallium flux FluxOR fluorescence; stronger effect = higher value; B-score at 10 µM; hit rate 0.35% among 310,000;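 active = fluorescence ratio B-score, a plate-corrected score, at least three library SD, with initial intensity B-score within 5 SD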
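Doses: Single concentration per compound, DMSO matched to controls | Test system: KCNQ1-transfected CHO-K1 cells | Timing: 90 min dye loading and 20 min compound exposure, both at room temperature | Measured by: Kinetic FluxOR thallium fluorescence, 10-s 1-Hz baseline, 110-s post-stimulus read | Medium: Assay buffer with matched DMSO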
KCNK9 inh: human KCNK9 channel inhibition; hit rate 1.2% among 310,000; Q9NPC2; HEK293 KCNK9, FluxOR thallium flux fluorescence; stronger effect = lower value; B-score at 10 µM; AID 488922;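 active = ratio B-score over 3 SD below the library mean, with starting fluorescence within 5 SD of its mean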;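 also: negative B-score means less thallium flux so channel inhibition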
TRPC4 potent: allosterically enhances the mouse TRPC4 cation channel; HEK293 TRPC4beta/mu-opioid, DAMGO EC20, Fluo-4 Ca2+ flux; stronger effect = higher value; B-score at 10 µM; hit rate 0.42% among 310,000; AID 2227;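 active = B-score of calcium response area above 5 SD of library B-scores, with initial fluorescence ratio within 5 SD of library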;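 also: B-score of integrated fluorescence ratio over time as area under calcium response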
hERG rescue: shields human hERG channel from block by proarrhythmic agents; activation (rescue from dofetilide block), less the hit threshold, % at 10 µM; Q12809; CHO-hERG, FluxOR thallium flux, dofetilide IC70 present; hit rate 0.51% among 310,000;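 active = activation above the mean of controls blocked by dofetilide plus 5 SD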;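 also: thallium influx through hERG after potassium depolarization seen as dye fluorescence rise; in these data hits start at about 4.7%; inactives centre near -7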
HDAC3 inhib: inhibitors of human histone deacetylase 3 | inhibition, % at 8.3 µM | recombinant HDAC3, fluorogenic peptide/trypsin coupled, fluorescence | AID 2718 | hit rate 0.15% among 320,000 | O15379; in the data active = inhibition above about 26%, passing the limit was not always enough
Target sequence (O15379 whole entry, looked up): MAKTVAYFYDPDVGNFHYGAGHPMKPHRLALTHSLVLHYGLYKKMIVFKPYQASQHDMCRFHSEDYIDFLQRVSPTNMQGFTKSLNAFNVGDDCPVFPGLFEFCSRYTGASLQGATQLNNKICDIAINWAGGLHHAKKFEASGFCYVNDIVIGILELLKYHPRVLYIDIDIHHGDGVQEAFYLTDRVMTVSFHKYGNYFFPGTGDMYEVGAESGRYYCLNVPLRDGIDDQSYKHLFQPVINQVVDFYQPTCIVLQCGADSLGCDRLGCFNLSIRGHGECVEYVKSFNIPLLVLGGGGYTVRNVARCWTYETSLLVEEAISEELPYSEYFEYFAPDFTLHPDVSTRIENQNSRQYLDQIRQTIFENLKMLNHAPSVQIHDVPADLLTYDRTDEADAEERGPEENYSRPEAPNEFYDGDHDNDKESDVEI
ANO1 block: blocks the mouse calcium-activated chloride channel TMEM16A; AID 588511; Q8BHY3; normalized B-score (activity score, 25-100; higher = stronger inhibition) at 10 µM; HEK293 TMEM16A/YFP iodide influx fluorescence, ionomycin; hit rate 1.2% among 310,000;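 active = ratio plate-corrected score three or more library SD toward inhibition, starting fluorescence score within five deviations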;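 also: score derived from kinetic fluorescence span divided by baseline fluorescence per well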
DYRK1A inh: blocks rat Dyrk1A kinase activity | Q63470 | ADP-Glo luminescence, NFATc1 peptide | inhibition, % at 12.5 µM | hit rate 0.43% among 310,000; in the data active = inhibition above about 50%;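 also: plate controls were vehicle with enzyme for no effect and no enzyme for full effect; many of its hits are not listed in these tables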
Starred values were filed as active, the others as inactive; i = inactive; / = not tested or not shown. This is a subset; count on the stated rates, not on these rows.

item	molecule	TRPC4 act	KCNK3 inh	KCNQ1 inh	ANO1 activ	KCNQ1 act	KCNK9 inh	TRPC4 potent	hERG rescue	HDAC3 inhib	ANO1 block	DYRK1A inh
1	O=C(CCC(=O)N1CCOc2ccccc21)Nc1cc(F)ccc1F	i	i	i	i	i	i	i	-6.6	1.5	i	-5.2
2	O=C(Cn1[nH]c(=O)c2ccccc2c1=O)NNC(=O)c1ccccc1	i	i	i	i	i	i	i	-10.5	/	i	8.0
3	COc1ccc(C(=O)CSc2nnc(-c3cc(C)on3)o2)cc1	i	i	i	i	i	i	i	-6.8	8.0	i	-2.9
4	COc1cccc2c(=O)n(CC(=O)N3CCC(C)CC3)ccc12	i	i	i	i	i	i	i	-11.0	/	i	1.3
5	Cn1cc([C@@H]2C[C@H]3CN(C4CCCC4)C(=O)[C@]34CCCN24)c(-c2ccccc2)n1	i	i	i	i	i	i	i	-8.4	-0.7	i	-5.1
6	CCN(CC)C(=O)c1cn(CCC#N)nc1-c1ccc2ccccc2c1	i	i	i	i	i	i	i	-2.3	-10.0	i	-2.2
7	CC(=O)c1ccc(NC(=O)Nc2sc(NS(=O)(=O)c3ccccc3)nc2C)cc1	i	i	i	i	i	i	i	-5.0	20.6	i	-3.1
8	Cc1cc(F)ccc1S(=O)(=O)Nc1ccccc1C(=O)Nc1ccccc1N1CCOCC1	i	i	i	i	i	i	i	-6.0	4.6	25*	-16.3
9	CCc1nc(N)nc(N)c1-c1ccc(Cl)cc1	i	i	i	i	i	i	i	-5.4	/	i	-0.7
10	Cc1nc2nc(C)c(CCC(=O)NC3CCCCC3)c(C)n2n1	i	i	i	i	i	i	i	-4.0	-3.1	i	-5.4
11	COCCn1nnnc1C1(N(Cc2cc3cc(C)ccc3[nH]c2=O)CC2CCCO2)CCN(C)CC1 (stereo not drawn)	/	i	/	i	/	/	/	/	1.7	i	-4.0
12	Cc1cc(C)n(CCO)c(=O)n1	i	i	i	i	i	i	i	-1.7	-0.8	i	/
13	C(=N\Nc1nc(N2CCOCC2)nc(N2CCOCC2)n1)/c1cccnc1	i	i	i	i	i	i	i	-10.7	5.0	i	-5.9
14	COc1ccc(NC(=O)c2cccc(N3C(=O)C4C5C=CC(C6CC56)C4C3=O)c2)cc1 (stereo not drawn)	i	i	i	i	i	i	i	-13.7	-1.3	i	3.3
15	O=c1[nH]c2ccccc2n1CCCSCCCn1c(=O)[nH]c2ccccc21	i	i	i	i	i	i	i	-26.6	2.5	100*	4.2
16	O=C(c1cccc(OC2CCN(Cc3cc(F)cc(F)c3)CC2)c1)N1CCCC1	i	i	i	i	i	i	i	-4.5	2.3	i	/
17	O=c1[nH]c(C2CCN(S(=O)(=O)Cc3ccccc3)CC2)nc2c1nnn2Cc1ccccc1	i	i	i	i	i	i	i	-1.1	-2.0	i	0.2
18	NNc1nc2c(Cl)cccc2s1	i	i	i	i	i	i	i	-4.3	0.2	i	-8.4
19	O=C(Nc1ccccc1Cc1ccccc1)c1ccccc1F	i	i	i	i	i	i	i	-7.7	-3.1	i	0.0
20	O=C(C1CCCN(S(=O)(=O)c2cccc3nsnc23)C1)N1CCN(c2ccccn2)CC1 (stereo not drawn)	i	i	i	i	i	i	i	-9.8	1.1	i	-0.6
21	C=CCN1C(=O)C2(NC(=O)c3ccccc3N2)c2ccccc21 (stereo not drawn)	i	i	i	i	i	i	i	-13.0	6.4	i	-2.7
22	Cc1cccc(NC(=O)c2cnccn2)c1	i	i	i	i	i	i	i	-4.0	-17.0	i	-4.0
23	CCOC(=O)N1C(=O)c2cc(OC)ccc2S1(=O)=O	i	i	i	i	i	i	i	-7.1	3.4	i	9.3
24	COCc1cc(C)nc2sc(C(=O)OC)c(N)c12	i	i	i	i	i	i	i	-12.0	1.0	i	0.7
25	CCCCNC(=O)c1cc2cc(CC)ccc2[nH]1	i	i	i	i	i	i	i	-3.3	-17.0	i	/
26	Nc1ncnc2nc(N3CCN(C(=O)c4ccccc4)CC3)[nH]c12	i	i	i	i	i	i	i	-5.6	0.8	i	13.2
27	COc1ccc(/C=C(\C#N)C(=O)C(C)(C)n2cncn2)cc1	i	i	i	i	i	i	i	-3.4	1.4	i	-1.9
28	CN1CCN(/N=C/c2nc(-c3ccccc3)n3ccccc23)CC1	i	i	i	i	i	i	i	-10.4	1.2	i	3.9
29	COc1ccc(Cl)cc1C(=O)Nc1nc2ccccc2[nH]1	i	i	i	i	i	i	i	-10.2	-20.0	i	2.0
30	CCc1ccc(C2CC(c3ccccc3)Nc3nc(N)nn32)cc1 (stereo not drawn)	i	i	i	i	i	i	i	-11.7	4.7	i	-4.8
31	COc1ccc(C(=O)NCCn2cc(SCC(N)=O)c3ccccc32)cc1	i	i	i	i	i	i	i	-11.2	-11.3	i	-1.5
32	CC(=O)c1ccc(NS(=O)(=O)c2cc3c(cc2C)N(C)CCO3)cc1	i	i	i	i	i	i	i	-3.9	8.2	i	3.6
33	COc1ccc(NC(=O)c2ccc(NC(=O)CCS(=O)(=O)c3cccs3)cc2)cc1	i	i	i	i	i	i	i	-4.8	-0.1	i	14.3
34	Cc1cccc(N2CN(Cc3ccco3)CNC2=S)c1	i	i	i	i	i	i	i	-8.3	0.9	i	-3.1
35	O=c1cc(N2CCCCCC2)[nH]c(=O)n1-c1ccccc1Cl	i	i	i	i	i	i	i	-3.8	3.9	i	23.9
36	COc1cccc(NC(=O)C(C)Oc2ccccc2)c1 (stereo not drawn)	i	i	i	i	i	i	i	-10.8	0.8	i	1.4
37	COc1cccc(C2NC(=S)NC(C)=C2C(=O)c2ccccc2)c1OC (stereo not drawn)	i	i	i	i	i	i	i	-11.6	8.2	i	-2.2
38	COc1ccc(C)cc1NC(=O)c1cc(S(=O)(=O)N2CCOCC2)cn1C	i	i	i	i	i	i	i	-11.2	-0.2	i	0.5
39	NNC(=O)c1cc(-c2ccc(N)cc2)nc2ccc(Br)cc12	i	i	i	i	i	i	i	-6.2	4.1	i	/
40	Cc1c(C(=O)N(C)Cc2ccccc2)oc2ccc(S(=O)(=O)N3CCCC3)cc12	i	i	i	i	i	i	i	-13.9	-0.6	i	-1.5
41	CSc1ccccc1NC(=O)Nc1ccccc1	i	i	i	i	i	i	i	-18.0	-5.9	100*	9.9
42	Cc1ccc(NC(=O)CNc2ccc(Cl)c(Cl)c2)cc1S(=O)(=O)N(C)C	i	i	i	i	i	i	i	-9.5	1.6	100*	-3.0
43	Cc1cc([N+](=O)[O-])nn1CC(=O)NCCc1c[nH]c2ccccc12	i	i	i	i	i	i	i	-14.7	-2.9	i	2.4
44	COc1ccc(C(=O)CCC(=O)Nc2ccc(Cl)cc2)cc1	i	i	i	i	i	i	i	-5.2	3.1	i	0.7
45	Cc1ccc(C(O)P(=O)(OCCC(C)C)c2ccc(N(C)C)cc2)cc1 (stereo not drawn)	i	i	i	i	i	i	i	-6.2	3.2	i	-2.8
46	Cc1oc(-c2ccc(F)cc2)nc1CN1CCCC(C(=O)N2CCOCC2)C1 (stereo not drawn)	i	i	i	i	i	i	i	-11.0	/	/	-0.4
47	O=[N+]([O-])c1ccc2nc(CCCc3nc4ccc([N+](=O)[O-])cc4[nH]3)[nH]c2c1	i	i	i	i	i	i	i	-2.5	9.1	i	-2.3
48	COc1ccc(-c2nnc(SC(C)C(=O)Nc3nccs3)n2-c2ccccc2)cc1OC (stereo not drawn)	i	i	i	i	i	i	i	-8.5	-0.3	i	0.9
49	O=C(COc1ccc(C(=O)c2ccccc2)cc1)NC1CCCCC1	i	i	i	i	i	i	i	-5.7	1.9	i	0.9
50	Cc1ccc2c(c1)C1(OCCCO1)C(=O)N2CC#N	i	i	i	i	i	i	i	0.0	-1.8	i	/
51	Cc1[nH]nc(SCC(=O)N(C)c2ccccc2)c1[N+](=O)[O-]	i	i	i	i	i	i	i	-14.7	3.5	i	1.8
52	CCn1c(NC(=O)c2ccc(F)cc2)c2ccccc2nc1=O	i	i	i	i	i	i	i	-3.0	19.3	i	0.8
53	COc1cccc(N=CC2=C(O)CC(C)(C)CC2=O)c1	i	i	i	i	i	i	i	-3.8	3.5	i	6.0
54	CCOc1ccc(NC(=O)Nc2nc(SCC)ns2)cc1	i	i	10*	i	i	i	i	-3.4	-4.8	i	11.5
55	COc1ccc(OC)c(Cc2nnc(CCC(=O)NCc3nc4ccccc4s3)o2)c1	i	i	i	i	i	i	i	-6.8	-1.7	i	14.0
56	O=C(NCCN1C(=O)S/C(=C\c2cccnc2)C1=O)c1ccc(S(=O)(=O)N2CCCC2)cc1	i	i	i	i	i	i	i	-10.9	5.5	i	2.2

Later entries
item	molecule	TRPC4 act	KCNK3 inh	KCNQ1 inh	ANO1 activ	KCNQ1 act	KCNK9 inh	TRPC4 potent	hERG rescue	HDAC3 inhib	ANO1 block	DYRK1A inh
57	Cc1ccc2nc(C)c3c(c2c1)N(c1ccc(F)cc1)CC3	i	i	i	i	i	i	i	-13.7	-2.2	i	0.4
58	CCc1noc(C)c1C(=O)N1CCN(S(=O)(=O)c2ccc(Cl)s2)CC1	i	i	i	i	i	i	i	-13.1	-8.1	i	2.4
59	O=C(O)c1ccc(COc2c(F)c(F)c(F)c(F)c2F)o1	i	i	i	i	i	i	i	-12.6	5.4	i	-4.9
60	Cc1ccc(-c2nnc3c4ccccc4c(C)nn23)cc1S(=O)(=O)N1CCN(C)CC1	/	i	/	i	/	/	/	/	8.1	i	16.0
61	Cc1ccc(NS(=O)(=O)c2ccc3c(c2)NC(=O)CO3)cc1	i	i	i	i	i	i	i	-7.8	/	i	5.9
62	COCCNC(=O)COc1ccc(C)cc1C(=O)c1cc(C#N)c(=O)n(C2CC2)c1	i	i	i	i	i	i	i	-10.1	9.8	i	-0.9
63	COc1cccc(NS(=O)(=O)c2cc(C)ccc2OC)c1	i	i	i	i	i	i	i	-4.1	6.7	i	-0.5
